GPR151 ag – human GPR151 activation | Q8TDV0 | PathHunter beta-arrestin GPR151 cells, luminescence | 650,000 tested, 1% active | activation, % at 11.2 µM; in the data active means activation above about 4.9%;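 further: 0% = median of compound wells and 100% = cells with positive control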
Target sequence (Q8TDV0 whole entry, looked up): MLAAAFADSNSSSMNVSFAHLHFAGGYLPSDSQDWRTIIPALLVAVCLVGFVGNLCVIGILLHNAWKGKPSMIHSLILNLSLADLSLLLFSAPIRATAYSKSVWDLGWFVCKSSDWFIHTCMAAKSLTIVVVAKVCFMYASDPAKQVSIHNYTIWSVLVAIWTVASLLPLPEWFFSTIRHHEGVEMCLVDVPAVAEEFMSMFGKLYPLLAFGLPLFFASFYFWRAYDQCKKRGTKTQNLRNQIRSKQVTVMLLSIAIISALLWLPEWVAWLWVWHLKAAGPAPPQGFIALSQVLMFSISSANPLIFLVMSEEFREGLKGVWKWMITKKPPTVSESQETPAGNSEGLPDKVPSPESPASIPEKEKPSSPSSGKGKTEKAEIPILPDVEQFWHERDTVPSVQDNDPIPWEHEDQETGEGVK
TEAD-YAP inh – TEAD-YAP interaction inhibition; HEK-TIYL cells, TEAD-Gal4/YAP UAS-luciferase luminescence; inhibition, % at 9.12 µM; 640,000 tested, 1.4% active; AID 1259422; in the data active means inhibition above about 32%;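 further: 0% = median of test compound wells and 100% = reference inhibitor wells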
MITF primary – human MITF inhibition, primary screen; O75030; AlphaScreen MITF homodimerization, bead proximity signal; inhibition, % at 2.6 µM; 650,000 tested, 0.91% active; AID 1259374; in the data active means inhibition above about 50%;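 further: 0% = vehicle wells with protein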
Target sequence (O75030 whole entry, looked up): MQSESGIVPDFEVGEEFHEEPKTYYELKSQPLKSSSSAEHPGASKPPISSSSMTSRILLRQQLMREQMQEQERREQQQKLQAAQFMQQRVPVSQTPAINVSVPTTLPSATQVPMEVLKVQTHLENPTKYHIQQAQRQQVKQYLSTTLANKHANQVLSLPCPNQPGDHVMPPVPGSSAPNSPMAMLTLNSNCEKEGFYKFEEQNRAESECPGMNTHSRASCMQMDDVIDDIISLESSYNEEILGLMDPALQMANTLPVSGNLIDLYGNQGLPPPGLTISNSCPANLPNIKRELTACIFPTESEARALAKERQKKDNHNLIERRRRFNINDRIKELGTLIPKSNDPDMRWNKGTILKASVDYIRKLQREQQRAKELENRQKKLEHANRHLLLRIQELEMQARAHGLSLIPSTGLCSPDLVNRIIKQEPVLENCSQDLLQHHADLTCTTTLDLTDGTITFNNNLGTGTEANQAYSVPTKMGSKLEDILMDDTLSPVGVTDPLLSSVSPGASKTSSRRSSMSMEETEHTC
FBW7 act – activators of human E3 ligase FBW7; AlphaScreen FBW7–phospho-cyclin E peptide binding, activator screen; normalized activity (activation), % at 26.1 µM; Q969H0; 650,000 tested, 0.13% active; in the data active means normalized activity above about 1.9%;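 further: purified mutant Fbw7 with reduced substrate affinity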
Active calls of the source: *.

Screening COC(=O)Nc1ccc(C)c2nsnc12 returned GPR151 ag 0.3, TEAD-YAP inh -10.3, MITF primary -6.1 and FBW7 act -0.1.
For C=C(c1ccc(OC)c(OC)c1)c1ccc(OC)c(OC)c1 the results were GPR151 ag -1.7, TEAD-YAP inh -4.6, MITF primary 21.1 and FBW7 act -0.1.
`O=C(Nc1ccc(/C=C/c2ccc(NC(=O)C34CC5CC(CC(C5)C3)C4)cc2)cc1)C12CC3CC(CC(C3)C1)C2` gave GPR151 ag -0.9, TEAD-YAP inh -12.4, MITF primary -2.6 and FBW7 act 0.0.
`COCCN=c1scc(-c2cccs2)n1/N=C/c1ccc(N2CCOCC2)cc1` gave GPR151 ag 1.0, TEAD-YAP inh -12.6, MITF primary 15.9 and FBW7 act 0.6.
Cc1ccc(-c2ccc(=O)n(CC(=O)N3CCN(c4ccccc4)CC3)n2)cc1 was read as GPR151 ag -0.2, TEAD-YAP inh 13.0, MITF primary 3.9 and FBW7 act 0.5.
CC(O)CNCCCOc1cccc(C(F)(F)F)c1 (configuration not stated) was read as GPR151 ag 2.2, TEAD-YAP inh -6.3, MITF primary 49.1 and FBW7 act -0.3.
Screening CCn1c(SCc2ccc(OC)cc2)nnc1-c1ccco1 returned GPR151 ag -1.4, TEAD-YAP inh -12.6, MITF primary 20.1 and FBW7 act 0.8.
For O=S(=O)(NCc1csc(-c2ccccc2)n1)c1ccccc1 the results were GPR151 ag -0.2, TEAD-YAP inh -15.2, MITF primary 20.2 and FBW7 act 0.0.
CC(=O)NC1=NC(=O)/C(=C/c2ccc(-c3ccc(Cl)cc3)o2)S1 was read as GPR151 ag -0.4, TEAD-YAP inh -12.4, MITF primary -1.8 and FBW7 act 0.1.
`O=C(Nc1ccc(-c2ccccc2)cc1)C(F)(F)F` gave GPR151 ag -0.2, TEAD-YAP inh -6.8, MITF primary 4.7 and FBW7 act 0.0.
C=CCN1C(=O)/C(=C/c2c(OC)ccc3ccc(OC)cc23)C(=O)NC1=S was read as GPR151 ag 1.7, TEAD-YAP inh -10.3, MITF primary 2.7 and FBW7 act -0.1.
For COC(=O)c1c(NC(=O)c2ccoc2C)sc2c1CCCCC2 the results were GPR151 ag -0.8, TEAD-YAP inh -2.5, MITF primary 9.4 and FBW7 act -0.1.
For CNc1cc(N2CCN(C(C)=O)CC2)ccc1[N+](=O)[O-] the results were GPR151 ag 0.5, TEAD-YAP inh -8.6, MITF primary -1.2 and FBW7 act -0.1.
Cc1nc(SCC(=O)c2ccc(O)c(O)c2)c(C#N)c(-c2ccc(Br)cc2)c1C#N was read as GPR151 ag 0.9, TEAD-YAP inh -2.1, MITF primary 5.8 and FBW7 act -0.1.
Screening Cc1c(C(=O)N2CCN(Cc3ccccc3)CC2)sc2ncn(CC(=O)N3CCC(C)CC3)c(=O)c12 returned GPR151 ag 0.3, TEAD-YAP inh 31.4, MITF primary 5.2 and FBW7 act 0.0.
For CN1CCN(c2cc(N3CCc4ccccc4C3)c(F)cc2[N+](=O)[O-])CC1 the results were GPR151 ag -0.2, TEAD-YAP inh -2.7, MITF primary 15.6 and FBW7 act -0.1.
Screening Cc1ccc(SCCNC(=O)/C=C/c2ccc3c(c2)OCO3)cc1 returned GPR151 ag -0.7, TEAD-YAP inh -1.2, MITF primary -8.1 and FBW7 act 0.1.
For COc1ccc(N(CC(=O)NCCSC2CCCCC2)S(C)(=O)=O)cc1Cl the results were GPR151 ag 0.9, TEAD-YAP inh 0.1, MITF primary 3.6 and FBW7 act 0.0.
For COC(=O)CSc1nnc2n(-c3ccc(OC)cc3)c(=O)c3c4c(sc3n12)COC(C)(C)C4 the results were GPR151 ag -2.1, TEAD-YAP inh -13.9, MITF primary 15.8 and FBW7 act 0.1.
For Cc1cccc(NC(=O)COC(=O)c2ccc3[nH]c(=O)c(=O)[nH]c3c2)c1C the results were GPR151 ag -1.3, TEAD-YAP inh 1.5, MITF primary 0.6 and FBW7 act 0.1.
`Cc1ccccc1CNC(=O)C(=O)Nc1cccc(F)c1` gave GPR151 ag 2.7, TEAD-YAP inh -17.0, MITF primary 0.5 and FBW7 act -0.1.
Screening Cc1ccc(C)c(N2CCN(C(=O)c3ccc4c(c3)NC(=O)C(CS(=O)(=O)Cc3ccc(F)cc3)N4)CC2)c1 (configuration not stated) returned GPR151 ag -1.9, TEAD-YAP inh -8.6, MITF primary 3.8 and FBW7 act 0.3.
For Cc1ccc(C(=O)Nc2ccc(Br)cc2)cc1S(=O)(=O)NCc1ccccc1 the results were GPR151 ag 0.0, TEAD-YAP inh 1.4, MITF primary -7.0 and FBW7 act 0.1.
For O=C(N/N=C1\CCSC1)c1ccc2c(c1)OCO2 the results were GPR151 ag 0.8, TEAD-YAP inh 3.6, MITF primary -17.6 and FBW7 act 0.0.
`O=C(Nc1ccc2oc(-c3ccc(F)cc3)nc2c1)c1ccc([N+](=O)[O-])o1` gave GPR151 ag 0.4, TEAD-YAP inh -2.5, MITF primary 11.1 and FBW7 act 0.1.
O=C(c1ccccc1)N1CCN(S(=O)(=O)c2ccc(Cl)cc2)CC1 was read as GPR151 ag -0.9, TEAD-YAP inh -3.0, MITF primary 1.6 and FBW7 act 0.0.
CC(CNC(=O)c1ccc(OC2CCN(Cc3ccccn3)CC2)cc1)Oc1cccnc1 (configuration not stated) was read as GPR151 ag -1.3, TEAD-YAP inh -4.4, MITF primary 14.3 and FBW7 act 0.2.
`Cc1ccc(S(=O)(=O)/N=C(\c2ccccc2)N2CCCC2)cc1` gave GPR151 ag -0.6, TEAD-YAP inh 8.0, MITF primary 6.7 and FBW7 act -0.1.
Screening COc1cc(NC(=O)c2csc(N3CCN(Cc4ccc5c(c4)OCO5)CC3)n2)cc(OC)c1OC returned GPR151 ag 2.8, TEAD-YAP inh 41.4*, MITF primary 2.7 and FBW7 act 0.0.
NC(=O)c1ccc(NC(=O)COC(=O)C2(c3cccc(F)c3)CCCC2)cc1 was read as GPR151 ag 1.0, TEAD-YAP inh -7.7, MITF primary 7.5 and FBW7 act -0.1.

6 structures out of the list, arranged by molecular weight, descending.
Screening Cc1ccc(C)c(N2CCN(C(=O)c3ccc4c(c3)NC(=O)C(CS(=O)(=O)Cc3ccc(F)cc3)N4)CC2)c1 (configuration not stated) returned GPR151 ag -1.9, TEAD-YAP inh -8.6, MITF primary 3.8 and FBW7 act 0.3.
For Cc1ccc(C(=O)Nc2ccc(Br)cc2)cc1S(=O)(=O)NCc1ccccc1 the results were GPR151 ag 0.0, TEAD-YAP inh 1.4, MITF primary -7.0 and FBW7 act 0.1.
`O=C(Nc1ccc2oc(-c3ccc(F)cc3)nc2c1)c1ccc([N+](=O)[O-])o1` gave GPR151 ag 0.4, TEAD-YAP inh -2.5, MITF primary 11.1 and FBW7 act 0.1.
O=C(c1ccccc1)N1CCN(S(=O)(=O)c2ccc(Cl)cc2)CC1 was read as GPR151 ag -0.9, TEAD-YAP inh -3.0, MITF primary 1.6 and FBW7 act 0.0.
`Cc1ccc(S(=O)(=O)/N=C(\c2ccccc2)N2CCCC2)cc1` gave GPR151 ag -0.6, TEAD-YAP inh 8.0, MITF primary 6.7 and FBW7 act -0.1.
`Cc1ccccc1CNC(=O)C(=O)Nc1cccc(F)c1` gave GPR151 ag 2.7, TEAD-YAP inh -17.0, MITF primary 0.5 and FBW7 act -0.1.

Other entries:
`COc1cc(NC(=O)c2ccc3c(=O)n(Cc4ccco4)c(=S)[nH]c3c2)cc(OC)c1OC` gave GPR151 ag 1.6, TEAD-YAP inh -5.7, MITF primary -8.3 and FBW7 act 0.0.
`Cc1c(N(C)C(=O)c2cccc([N+](=O)[O-])c2)c(=O)n(-c2ccccc2)n1C` gave GPR151 ag 0.3, TEAD-YAP inh 0.0, MITF primary -9.5 and FBW7 act -0.2.
COC(=O)CN1C(c2ccc(OC)cc2)Nc2ccc(Br)cc2C1c1ccccc1 (configuration not stated) was read as GPR151 ag -0.9, TEAD-YAP inh 10.2, MITF primary 9.4 and FBW7 act -0.1.
Screening S=c1nc2ccc(Br)cc2c2[nH]c3ccccc3n12 returned GPR151 ag 0.3, TEAD-YAP inh -4.8, MITF primary 1.9 and FBW7 act -0.1.
Screening COc1nn(C)cc1C(=O)Nc1ccc(C(=O)NCc2cccs2)cc1 returned GPR151 ag -0.5, TEAD-YAP inh -6.8, MITF primary 10.2 and FBW7 act -0.1.
For COc1c(O)ccc(C2NC(=O)N(CCc3ccccc3)C(C)=C2C(C)=O)c1[N+](=O)[O-] (configuration not stated) the results were GPR151 ag 1.0, TEAD-YAP inh -7.8, MITF primary -8.0 and FBW7 act -0.2.
For C=CCNc1nc(OC(C(F)(F)F)C(F)(F)F)nc(N(c2ccccc2)c2ccccc2)n1 the results were GPR151 ag -0.6, TEAD-YAP inh 2.1, MITF primary 3.9 and FBW7 act 0.0.
Screening CCN1C(=O)CC(C(=O)OC)C12CCN(C1CCSC1)CC2 (configuration not stated) returned GPR151 ag -0.1, TEAD-YAP inh 4.5, MITF primary 7.2 and FBW7 act -0.1.
Screening COc1ccc(F)cc1S(=O)(=O)NCC(c1ccco1)S(=O)(=O)c1cccs1 (configuration not stated) returned GPR151 ag 0.4, TEAD-YAP inh 1.1, MITF primary -1.9 and FBW7 act 0.0.
COc1ccc(NC(=O)CSc2ncnc3c2nnn3-c2ccc(F)cc2)c(OC)c1 was read as GPR151 ag 0.5, TEAD-YAP inh 8.3, MITF primary 10.8 and FBW7 act 0.3.
CCc1ccc(NC(=O)CSc2nc3ccccc3c(=O)n2CCCC(=O)NCCc2ccccc2)cc1 was read as GPR151 ag -0.4, TEAD-YAP inh -7.2, MITF primary -7.2 and FBW7 act 0.0.
`CCN(CC)c1nc(Nc2ccc(NC(C)=O)cc2)nc(N2CCC(N3CCOCC3)CC2)n1` gave GPR151 ag 0.7, TEAD-YAP inh 3.2, MITF primary 1.6 and FBW7 act 0.1.
For COC(=O)C1C(c2cccc(OC)c2)c2c([nH][nH]c2=O)CC1(C)O (configuration not stated) the results were GPR151 ag -0.1, TEAD-YAP inh -6.3, MITF primary 7.2 and FBW7 act 0.0.
For COCCCNC(=O)c1cn(-c2ccc(OC)cc2)c(=O)c2ccccc12 the results were GPR151 ag 2.6, TEAD-YAP inh 3.4, MITF primary 6.1 and FBW7 act 0.0.
`O=C(CSc1n[nH]c(=O)n1C1CC1)N1CCc2ccccc21` gave GPR151 ag -1.3, TEAD-YAP inh 2.3, MITF primary 24.4 and FBW7 act 0.1.
`O=C1C(=O)N(CCc2ccccc2)C(c2ccc(Cl)cc2)/C1=C(/O)c1ccccc1` (configuration not stated) gave GPR151 ag 2.8, TEAD-YAP inh 2.3, MITF primary -4.5 and FBW7 act 0.1.
`COc1ccc(C2c3c(-c4ccccc4O)n[nH]c3C(=O)N2CCCO)cc1` (configuration not stated) gave GPR151 ag 1.3, TEAD-YAP inh 18.8, MITF primary 14.6 and FBW7 act 0.4.
COc1cc(C(N)CC(=O)O)cc(OC)c1OC (configuration not stated) was read as GPR151 ag -0.7, TEAD-YAP inh -2.9, MITF primary -1.2 and FBW7 act -0.1.
For COc1ccc(C(=O)Nc2nc3ccccc3s2)cc1Br the results were GPR151 ag -1.4, TEAD-YAP inh -53.5, MITF primary 15.5 and FBW7 act 0.5.
COc1cccc(N2C(=NC(=O)C(C)C)SC3CS(=O)(=O)CC32)c1 (configuration not stated) was read as GPR151 ag -0.5, TEAD-YAP inh -6.4, MITF primary 17.0 and FBW7 act 1.2.
Screening CCOC(=O)c1c(NC(=O)COc2ccccc2C)sc(C(=O)N2CCCC2)c1C returned GPR151 ag -0.4, TEAD-YAP inh 4.1, MITF primary 0.9 and FBW7 act 0.0.
For O=c1c2cc(I)ccc2[nH]c(=S)n1CCC1=CCCCC1 the results were GPR151 ag 2.6, TEAD-YAP inh -4.4, MITF primary 0.1 and FBW7 act 0.0.
O=C1COc2ccc(C(=O)CSc3nc4ccccc4o3)cc2N1 was read as GPR151 ag 1.4, TEAD-YAP inh -8.6, MITF primary 1.4 and FBW7 act 0.0.
Nc1ncnc(NCCC(c2ccccc2)c2ccccc2)c1[N+](=O)[O-] was read as GPR151 ag 0.8, TEAD-YAP inh -1.4, MITF primary 0.5 and FBW7 act -0.1.
`CCN(CC)S(=O)(=O)c1ccc(C(=O)OCc2nc3sc(C)c(C)c3c(=O)[nH]2)cc1` gave GPR151 ag -0.8, TEAD-YAP inh 4.7, MITF primary 11.2 and FBW7 act 0.2.
`NS(=O)(=O)c1ccc(SCCO)c([N+](=O)[O-])c1` gave GPR151 ag -0.2, TEAD-YAP inh -6.6, MITF primary 13.2 and FBW7 act 0.2.
COc1cc(-c2nc(-c3c(F)cccc3F)no2)cc(OC)c1OC was read as GPR151 ag 0.7, TEAD-YAP inh -15.0, MITF primary -16.8 and FBW7 act -0.2.
`CC1C/C(=N\NC(=O)c2cccnc2)CC(C)(C)C1` (configuration not stated) gave GPR151 ag 0.4, TEAD-YAP inh -8.9, MITF primary 6.8 and FBW7 act 0.6.
`CC(=O)c1sc(NC(=O)COc2ccccc2Cl)c(C(=O)OC(C)C)c1C` gave GPR151 ag 1.1, TEAD-YAP inh -3.4, MITF primary -5.2 and FBW7 act -0.3.
O=C(O)CC1Nc2c3ccccc3nc(=S)n2C1=O (configuration not stated) was read as GPR151 ag 4.0, TEAD-YAP inh -10.0, MITF primary 4.3 and FBW7 act 0.0.
